From PubChem BioAssay
p53 reactivator = mutant p53 re-activation in reporter cells. H1299 p53-A138V BP100-luciferase reporter, luminescence, 24 h. Potency, µM (top dose mostly 92.2 µM), inactives show at the top dose activity change, positive = activation, hits mostly activators. hit rate 0.063% among 320,000; further: potency means the concentration at half of the fitted maximal effect; % of control where 0% means no effect; nearly all actives have a fitted effect of over 45% in size
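H1299 (p53-null), stable ts p53-A138V + BP100-Luc; 1000 cells/well, Opti-MEM/10% FBS; cpd 4 pt, 1:5; 24 h, 37 deg C, 5% CO2; detection reagent 10 min RT; luminescence.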
ELG1 genotox = induces genotoxicity in HEK293T cells with luciferase-tagged ELG1; HEK293T ELG1-luciferase reporter, luminescence, 16 h; Potency, µM (top dose mostly 46 µM), for the others: top-dose activity change, positive = activation, usual class: activators; hit rate 1.3% among 330,000; AID 504466; further: potency means the concentration at half of the fitted maximal effect; % of control where 0% means no effect; nearly all actives have a fitted effect of over 60% in size
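After overnight (16 hr) compound treatment at 37 °C, ELG1-luciferase HEK293T cells were lysed with ONE-Glo; luminescence quantified 30 min later at room temperature.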
BRCA1 expr act = BRCA1 expression activation | MCF7-BRCA1-FFLuc reporter, luminescence, 48 h; response scale: scaled: vehicle 0%, 10 µM genistein 100% | Potency, µM (doses to about 46.1 µM), inactives show top-dose activation, hits mostly activators | hit rate 1.1% among 380,000; further: potency means the concentration at half of the fitted maximal effect; nearly all actives have a fitted effect of over 80% in size; some results filed as inactive show a strong effect at the top dose
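Using MCF7 cells harboring a BRCA1 firefly luciferase reporter, plated 2 h before compound pinning, the screen measured luminescence after 48 h incubation. Responses were normalized to DMSO and 10 microM genistein, then fitted for concentration-effect.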
NPC1 promoter act = activates the NPC1 promoter. Huh7 NPC1 promoter luciferase reporter, 24 h. Potency, µM (series often up to 9.22 µM), inactives show at the top dose activation, usual class: activators. hit rate 2.4% among 320,000. AID 485313;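 further: potency means the concentration at half of the fitted maximal effect; % of control where 0% means no effect; nearly all actives have a fitted effect of over 60% in size; reporter is driven by a mutant NPC1 promoter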
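Luminescence read-out of NPC1 promoter-driven luciferase in stably transfected Huh7 cells; compounds delivered in DMSO and left 24 h at 37C, 5% CO2, qHTS titration format.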
PKM2 act = PKM2 (human) enzyme activation. P14618. purified PKM2, Kinase-Glo ATP luminescence, activation; response scale: 0% is enzyme alone, no compound. Potency, µM (doses to about 57.5 µM), for the others: at the top dose activation, usual class: activators. hit rate 0.34% among 260,000. AID 1631; further: potency means the concentration at half of the fitted maximal effect; on the % scale 0 is the no-effect control and ±100 the full control effect; nearly all actives have a fitted effect of over 55% in size
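hPK-M2, >95% pure; 0.1 mM ADP / 0.5 mM PEP final; imidazole pH7.2 buffer w/ 7 mM MgCl2, 50 mM KCl; 1 h RT; Kinase-Glo lum. Intermediate enzyme activity for dual inhibitor/activator qHTS.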
Rab9 prom act = Rab9 promoter activation; hit rate 2.8% among 320,000; AID 485297; Huh7 Rab9 promoter-luciferase reporter, luminescence, 24 h; Potency, µM (highest dose often 9.22 µM), for the others: at the top dose activation, negative = inhibition, hits mostly activators; further: potency means the concentration at half of the fitted maximal effect; % of control where 0% means no effect; nearly all actives have a fitted effect of over 60% in size
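Huh7 cells stably carrying Rab9 promoter–luciferase reporter, plated 1500 cells/well, compound added after 2 h and incubated 24 h at 37 °C; luciferase luminescence then read after 10 min with detection reagent.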
FLuc counter = counter-screen for miR-21 project: firefly luciferase inhibitors or activators; P08659; purified FLuc, Km substrates, luminescence inhibition; Potency, µM (series often up to 57.5 µM), inactives show top-dose activity change, negative = inhibition, actives largely listed as inhibitors; hit rate 6.9% among 360,000;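 further: potency means the concentration at half of the fitted maximal effect; plate controls were vehicle for no effect and reference inhibitor for full effect; nearly all actives have a fitted effect of over 55% in size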
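Purified P. pyralis luciferase (10nM final) with 10uM D-luciferin and 10uM ATP (Km levels) in 50mM Tris acetate pH 7.5, 10mM Mg acetate, 0.01% Tween-20, 0.05% BSA; qHTS 6-point titration, ~60 µM downward; luminescence read.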
Menin MLL FP TR = menin-MLL binding inhibition, Texas Red mutant peptide. hit rate 0.23% among 270,000. Potency, µM (doses to about 61.6 µM), inactives show at the top dose FP activity change, negative = inhibition, hits mostly inhibitors. Menin + Texas Red MLL mutant peptide, fluorescence polarization. AID 1768; active means well fitted inhibition curve with a large enough effect in the polarisation, with a control signal flat, not every such curve was filed as active; inconclusive means small, poorly fitted or top-dose-only effect, or effect the other way, or a change in a side signal; inactive means no such curve, though single readings can be large or run the other way; the % refers to the polarisation; further: potency means the concentration at half of the fitted maximal effect; % of control where 0% means no effect; many of its hits are not listed in these tables
RORgamma inh = inhibitors of mouse ROR gamma transcriptional activity | P51450 | Potency, µM (titrated, usually from 53.6 µM), without a hit: top-dose activity change, negative = inhibition, usual class: inhibitors | Drosophila S2 Gal4-RORgamma UAS-luciferase reporter, 20 h | AID 2551 | hit rate 5.4% among 310,000; further: potency means the concentration at half of the fitted maximal effect; on the % scale 0 is the no-effect control and ±100 the full control effect; nearly all actives have a fitted effect of over 60% in size
Target sequence (P51450 whole entry, looked up, the tested form may be a part): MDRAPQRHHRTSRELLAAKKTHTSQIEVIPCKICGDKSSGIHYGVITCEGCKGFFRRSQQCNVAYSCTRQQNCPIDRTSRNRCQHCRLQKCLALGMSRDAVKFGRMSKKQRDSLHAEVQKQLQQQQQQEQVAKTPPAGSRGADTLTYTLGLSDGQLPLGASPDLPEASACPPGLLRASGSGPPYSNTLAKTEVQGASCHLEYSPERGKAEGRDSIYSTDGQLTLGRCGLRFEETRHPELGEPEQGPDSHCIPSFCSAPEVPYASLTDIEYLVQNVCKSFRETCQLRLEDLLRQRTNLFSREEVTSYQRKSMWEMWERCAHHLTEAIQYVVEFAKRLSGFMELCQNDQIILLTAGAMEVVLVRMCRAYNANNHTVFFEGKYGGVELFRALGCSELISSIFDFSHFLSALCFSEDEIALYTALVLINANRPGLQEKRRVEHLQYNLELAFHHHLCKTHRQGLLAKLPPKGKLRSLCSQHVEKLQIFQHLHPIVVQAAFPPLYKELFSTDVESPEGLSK
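Read-out: Photinus luciferase luminescence; inhibitors lower reporter signal. Insect Schneider cells with Gal4-ROR gamma fusion under metallothionein promoter, UAS reporter; 700 uM final copper sulfate induction, 20 hr, ambient temperature.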
Giardia kill = Giardia lamblia killing; Giardia lamblia trophozoite viability; activity change, % at 7.66 µM, hits read low; hit rate 0.15% among 340,000; in the data active means activity change below about -80%; inconclusive means between about -30% and that limit;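 further: parasites exposed to compound for two days anaerobically before the ATP read; on the % scale 0 is the no-effect control and ±100 the full control effect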
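Killing of trophozoites was scored by loss of ATP luminescence after a 48 hrs anaerobic exposure to compounds at 37 deg C, using 100 cells per well.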
VP16 counter = counter-screen for ROR gamma inhibitors: Gal4-VP16 reporter; Drosophila S2 Gal4-VP16 UAS-luciferase, luminescence, 20 h; Potency, µM (highest dose often 53.6 µM), inactives show at the top dose activity, negative = inhibition, hits mostly inhibitors; hit rate 3.5% among 310,000;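 further: Gal4-VP16 expression switched on by copper sulfate through the metallothionein promoter; potency means the concentration at half of the fitted maximal effect; on the % scale 0 is the no-effect control and ±100 the full control effect; nearly all actives have a fitted effect of over 50% in size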
The depositor's hits bear a star; ? = inconclusive; · = not tested or not shown; [ ] = remark or other dose. Unless noted, the call rests on the fitted dose curve; in most records, active means well fitted curve in the direction sought with a large enough effect; inconclusive means small, poorly fitted or top-dose-only effect, or another doubt; inactive means no such curve, though single readings can be large; an effect the other way counts as inactive or inconclusive. These rows are one share of the data. The share of hits here may be higher or lower than overall.

SMILES	p53 reactivator	ELG1 genotox	BRCA1 expr act	NPC1 promoter act	PKM2 act	Rab9 prom act	FLuc counter	Menin MLL FP TR	RORgamma inh	Giardia kill	VP16 counter
CC(Sc1nnc(Nc2ccccc2)s1)C(=O)Nc1nc(-c2ccccc2)cs1 (configuration not stated)	?	-8%	9%	-2%	1%	1%	-5%	·	-6%	14	1%
O=C(Nc1ccc(N2CCN(C(=O)c3ccco3)CC2)cc1)c1ccc2c(c1)OCO2	-22%	7%	-23%	2%	0%	-1%	0%	14%	26%	1	-3%
COc1ccc(S(=O)(=O)NCCC(=O)OCC(=O)c2ccc[nH]2)cc1[N+](=O)[O-]	6%	1%	6%	3%	·	8%	·	·	·	24	·
CC(C)[C@H](NC(=O)OCc1ccccc1)C(=O)OCc1cc(=O)oc2cc(O)ccc12	-8%	-14%	-16%	-3%	-24%	-1%	-17%	?	?	-2	-1%
COc1ccc(C(=O)NC(=S)NNC(=O)c2c(-c3ccccc3)noc2C)cc1	15%	1%	-64%	-1%	-4%	-4%	-1%	?	6.3µM*	-10	5.6µM*
CCc1ccc(Nc2ccc(S(=O)(=O)N3CCOCC3)cc2[N+](=O)[O-])cc1	-8%	0%	-25%	1%	0%	-8%	3%	8%	?	-3	-6%
Cc1cccc(NC(=O)C2CCCN2S(=O)(=O)c2ccc(F)cc2)c1C (configuration not stated)	6%	1%	0%	-1%	-1%	1%	9%	8%	-2%	-4	7%
CCC(C(=O)NC1CCCC1)N(C(=O)Cn1nnc(-c2ccc(OC)c(OC)c2)n1)c1cccc(O)c1 (configuration not stated)	-2%	7%	-22%	0%	·	16%	5%	15%	-13%	-7	5%
O=S(=O)(Nn1cnnc1)c1ccccc1Cl	1%	-4%	9%	-4%	7%	-1%	2%	5%	-2%	-13	18%[0.365 µM]
O=c1[nH]c(O)c(C=Nc2ccc(Cl)cc2Cl)c(=O)[nH]1	0%	-4%	-1%	0%	-4%	-1%	-18%	·	-2%	-4	-2%
COc1ccc(S(=O)(=O)N2CCC(C(=O)NCc3ccccn3)CC2)cc1C	-4%	-4%	-21%	-1%	29%	-1%	10%	9%	5%	-4	-2%
Cc1cccc(CN2CCN(C(=O)c3cccc4ccccc34)CC2)c1	-1%	-11%	-7%	-4%	6%	0%	-1%	?	0%	-18	-8%
O=C(NCCCN1CCN(c2cccc(Cl)c2)CC1)C1(S(=O)(=O)c2ccc(Cl)cc2)CC1	6%	-11%	-47%	-1%	3%	0%	4%	·	23%	-11	4%
Cc1oc2ccc(O)cc2c1C(=O)c1ccc(Cl)cc1	21%	-2%	59%	0%	2%	17%	?	-1%	32%	10	-5%
COC(=O)c1cccc(/C=N/NC(N)=S)c1O	5%	-4%	-61%	11%	0%	-1%	-17%	·	2µM*	1	7.1µM*
CC(=O)c1c(C)[nH]c(C(=O)COc2ccc3c(C)cc(=O)oc3c2)c1C	9%	7%	-10%	-18%	·	-9%	5%	·	·	12	·
COc1ccc(CCNCc2cc3ccc(C)cc3[nH]c2=O)cc1OC	-2%	0%	-9%	-4%	·	-1%	-1%	-21%	25%	11	-11%
CC1Cc2ccccc2N1C(=O)CO/N=C/c1ccc(OC(F)F)cc1 (configuration not stated)	7%	-2%	-15%	3%	4%	2%	2%	2%	16%	11	-5%
O=C(O/N=C1\CCCc2ccccc21)c1cccc(Cl)c1	-5%	-2%	8%	0%	-7%	-9%	3µM*	1%	16%	-10	2%
COc1ccc(Cl)cc1NC(=S)NCCN1CCOCC1	-2%	-4%	-16%	-4%	3%	1%	3%	-1%	-10%	-18	5%
O=C(CCc1ccccn1)N1CCCC(Nc2cccc(F)c2)C1 (configuration not stated)	1%	1%	2%	0%	·	-1%	0%	1%	10%	-12	-15%
COc1ccc(NC(=O)c2ccc3c(=O)n4c(nc3c2)CCCCC4)cc1	10%	-4%	0%	0%	·	-2%	27µM*	·	-20%	8	-5%
CC1(C)CC(NC(=O)C23CCC(C)(C(=O)C2)C3(C)C)CC(C)(C)N1 (configuration not stated)	-1%	0%	4%	-6%	-5%	4%	2%	7%	-23%	8	1%
Cc1ccc(C(=O)C(C)OC(=O)CCN=C2NS(=O)(=O)c3ccccc32)cc1 (configuration not stated)	-4%	0%	0%	2%	·	-7%	4%	·	·	6	·
CCC(C)C1Nc2ccc(C(=O)NCc3ccc4c(c3)OCO4)cc2NC1=O (configuration not stated)	-2%	-6%	-20%	-2%	-5%	-3%	0%	-5%	22%	-8	0%
Nc1ccc(C#Cc2ccccc2)cc1	-2%	?	41%	22%	1%	30%	15µM*	-9%	18%	4	8%
N=c1sccn1CC(=O)N1CCc2ccccc21	-3%	-3%	-21%	-2%	-8%	-4%	-1%	7%	-1%	0	1%
Cc1ccc(C(=O)N/N=C/c2cn(Cc3ccccc3)c3ccccc23)cn1	-2%	-1%	-46%	9%	0%	1%	12µM*	·	?	38[activator]	?
CCNC(=S)N1CCN(CC)CC1	-2%	-3%	-11%	-5%	-7%	0%	0%	-1%	0%	1	1%
Cn1c(=O)n(C)c2cc(C(=O)Nc3ccc4c(c3)OCO4)ccc21	-9%	8.2µM*	-64%	5%	-4%	18%	?	15%	40%	4	24%
COc1ccccc1C(CNC(=O)c1cccc(S(=O)(=O)Nc2ccc(C)cc2)c1)N1CCCC1 (configuration not stated)	0%	-4%	-8%	-1%	·	-5%	1%	·	·	-2	·
Cc1c(CCOC(=O)CC23CC4CC(CC(C4)C2)C3)sc[n+]1CC(=O)c1ccc(Br)cc1	·	·	-57%	·	1%	·	-1%	2%	10%	8	-18%
O=C1CSC2=NCN(c3ccccc3)CN12	5%	-1%	0%	0%	-7%	10%	2%	-17%	6%	5	0%
Clc1ccc(OCc2nn3c(C4CCCCC4)nnc3s2)c(Cl)c1	16%	-3%	6%	-4%	-6%	-4%	?	1%	0%	8	-10%
Fc1ccc(N2CCN(C(c3cccs3)c3nnnn3CCc3ccccc3)CC2)cc1 (configuration not stated)	-4%	-3%	-34%	2%	1%	-2%	4%	-9%	35%	-6	-2%
COc1cc(CC(=O)Nc2ncc(C)s2)cc(OC)c1OC	-21%	?	-4%	1%	7%	1%	0%	9%	-8%	-5	-1%
CCOC(=O)CSCC(=O)N1N=C(c2cccs2)CC1c1ccc(F)cc1 (configuration not stated)	1%	-1%	-24%	0%	0%	-5%	4%	-13%	-17%	15	-2%
O=C(c1ccccn1)c1ncc(C(F)(F)F)cc1Cl	-1%	2%	2%	2%	0%	7%	3%	19%	-4%	-17	3%
COc1cc(C(=S)N2CCOCC2)cc(Br)c1OS(=O)(=O)c1ccccc1	-5%	-6%	2%	-5%	0%	2%	-5%	?	15%	23	-21%
